Shn3 inh set2 – reduces Shn3 3'UTR luciferase signal in osteoblasts; inhibition, % at 12.5 µM; hit rate 0.52% among 360,000; Clone20 osteoblast Shn3 3'UTR firefly luciferase, 24 h;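 active = mean inhibition of at least 75% with every replicate also reaching 75%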;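 note: 0% = median of neutral control wells and 100% = pilot-screen positive control compound; some compounds past the cut are filed as inactive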
TWEAK-Fn14 inh – TWEAK-Fn14 signaling inhibition. TWEAK-stimulated Fn14 reporter cells, luciferase luminescence, 8 h. inhibition, % at 10 µM. hit rate 2% among 360,000. AID 1159606; in the data active = inhibition above about 50%
TRAIL sens C8 – sensitizes caspase-8 expressing cells to TRAIL | NB7+C8 cells + TRAIL, ATPlite viability luminescence | hit rate 1% among 360,000 | inhibition (viability loss, TRAIL sensitization), % at 10 µM;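 active = compounds causing at least 50% loss of cell viability in the single-dose screen, relative to plate controls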
NR2E3 ag-1 – activates human photoreceptor nuclear receptor NR2E3. Q9Y5X4. GST-NR2E3/biotin-RetCOR TR-FRET, 1536-well. inhibition of corepressor binding, % at 4.78 µM. hit rate 0.12% among 320,000. AID 2300;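 active = percent inhibition above the cutoff of mean plus 3 SD of all tested compounds, set per screening campaign, cut at about 20% in these data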;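 note: 0% = DMSO wells and 100% = biotin wells as full block of FRET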
Target sequence (Q9Y5X4 whole entry, looked up): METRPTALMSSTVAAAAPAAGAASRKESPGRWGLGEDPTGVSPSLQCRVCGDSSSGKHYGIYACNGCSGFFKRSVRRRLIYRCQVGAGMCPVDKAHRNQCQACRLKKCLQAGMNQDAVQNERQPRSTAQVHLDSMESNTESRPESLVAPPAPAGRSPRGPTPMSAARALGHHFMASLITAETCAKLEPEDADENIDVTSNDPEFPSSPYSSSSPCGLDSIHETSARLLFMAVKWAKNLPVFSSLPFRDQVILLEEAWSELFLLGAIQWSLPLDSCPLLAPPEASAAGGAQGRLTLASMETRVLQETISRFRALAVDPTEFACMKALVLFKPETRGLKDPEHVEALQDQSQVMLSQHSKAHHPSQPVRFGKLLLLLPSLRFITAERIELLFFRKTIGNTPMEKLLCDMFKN
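System: GST-tagged NR2E3 plus biotinylated RetCOR corepressor; Buffer or medium: pH 7.5 Tris-based buffer; Probe or stimulus: RetCOR corepressor, biotinylated, 7 nM; Doses: compound at 4.8 µM, single dose; Schedule: 5 h incubation at 4 °C; Technique: time-resolved FRET; Evaluation: percent inhibition of TR-FRET ratio; Replication: one well per compound, singlicate testing.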
TROY NFkB inh – TROY signaling inhibition; Q293 LMP1-TROYcd NF-kB luciferase reporter, 4 h; hit rate 0.98% among 360,000; AID 1347056; inhibition, % at 10 µM;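 active = compounds whose plate-normalised and pattern-corrected inhibition of the luciferase reporter signal at the single screening dose is 50% or more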
CF NFkB inh – cystic fibrosis NF-kB activation inhibition; hit rate 0.86% among 360,000; inhibition, % at 5 µM; KKLEB NF-kB-GFP reporter, PAF-induced, GFP fluorescence overnight;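 active = at least 50% inhibition at 5 µM, scaled per plate between neutral and stimulator controls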;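 note: PAF is a Pseudomonas aeruginosa culture filtrate used as stimulus; plate controls were PAF-stimulated DMSO wells for no effect and unstimulated DMSO wells for full effect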
HIF-2a block – inhibitors of HIF-2a | 786-0 RCC cells HIF-2a reporter, luciferase luminescence, overnight | inhibition, % at 18.8 µM | hit rate 0.72% among 360,000;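 active = inhibition of the luminescence signal of 40% or more relative to plate controls, in a single-dose primary screen at 18.75 µM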
KKLEB cytotox – counter-screen for CF NF-kB inhibitors: cytotoxicity; KKLEB CF airway cells viability, ATPlite luminescence, overnight; hits give low values; cells stimulated with P. aeruginosa culture filtrate; activity change (cytotoxicity), % at 5 µM; hit rate 0.36% among 360,000; AID 602141;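 active = corrected activity change at or below -50% at 5 µM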
TRPM1 prom inh – reduces MITF-dependent TRPM1 promoter luciferase signal; inhibition, % at 12.5 µM; SK-MEL-5 TRPM1 promoter luciferase, 24 h; hit rate 0.83% among 330,000;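 active = mean inhibition across replicates of 60% or more, whatever share of single replicates reaches that level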; note: values of inactives mirror those of a sister screen read the other way
NR2E3 ag-2 – agonists of human NR2E3 nuclear receptor; hit rate 0.35% among 360,000; inhibition of corepressor binding, % at 3.98 µM; CHO-S Gal4-NCOR/VP16-NR2E3 two-hybrid, luciferase; Q9Y5X4; AID 602229;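 active = inhibition above the mean of all tested compounds plus 3 SD, cut at about 70% in these data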;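 note: 0% = DMSO with NR2E3 transfected cells and 100% = cells lacking NR2E3 construct; higher means lower luciferase signal from less NR2E3 corepressor binding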
Peg3 promoter – reduces Peg3 promoter-driven luciferase expression in HeLa; AID 588405; inhibition, % at 20 µM; hit rate 1.7% among 360,000; HeLa PEG-Prom luciferase reporter, luminescence, overnight;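 active = inhibition of at least 50% at 20 µM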
* hit, by the source's call; · = no result given. The list is partial, so the mix of outcomes need not match the whole.

SMILES	Shn3 inh set2	TWEAK-Fn14 inh	TRAIL sens C8	NR2E3 ag-1	TROY NFkB inh	CF NFkB inh	HIF-2a block	KKLEB cytotox	TRPM1 prom inh	NR2E3 ag-2	Peg3 promoter
CCS(=O)(=O)N1CCN(c2ccc(S(=O)(=O)N3CCOCC3)cc2)CC1	3	-4	-3	-2	-5	11	14	6	6	11	8
CCCCn1nc(C(=O)N2CCN(S(=O)(=O)c3ccccc3)CC2)c2ccccc2c1=O	8	1	0	0	-18	21	13	-5	0	-17	8
CC1(C(=O)NS(=O)(=O)c2ccc(Br)cc2)CCN1C(=O)CCC1CCCC1 (stereo unspecified)	61	-22	-6	·	-2	-9	11	3	·	-1	0
COC(=O)c1ccc(CO/N=C/c2cccc([N+](=O)[O-])c2)cc1	-4	4	10	0	22	27	1	-15	2	-16	21
O=C(COc1ccccc1)Nc1c(C(=O)N2CCC(N3CCCCC3)CC2)oc2ccccc12	-5	-12	7	-2	-4	-2	-5	6	-12	7	-4
COc1ccc(-c2noc(CCC(=O)N3CCN(c4ccccc4)CC3)n2)cc1	15	0	-5	·	14	-16	4	9	-5	-13	-3
CC(C)c1ccc(OCC(=O)NCc2ccccc2)cc1	4	-6	0	0	-27	2	-26	2	2	9	-5
COc1cccc(OC)c1OCCOc1ccccc1OC(C)C	-6	9	-13	3	-2	-21	16	21	-4	-13	9
C#Cc1cccc(-n2nnc(C(C)=O)c2C)c1	-22	1	-17	1	-18	2	6	-2	-6	-5	-5
OC1(c2ccc(OC(F)F)cc2)CSC(=Nc2cccnc2)N1Cc1ccco1 (stereo unspecified)	47	43	2	·	17	-3	1	-7	13	15	37
CCN(CC)C(=O)c1[nH]cnc1C(=O)NC1CCN(C(=O)OC(C)(C)C)CC1	16	8	-7	4	-1	-26	9	15	·	-3	-6
Nc1ccccc1-n1c(=O)n(Cc2ccccc2F)c(=O)c2[nH]cnc21	-3	-16	-19	-1	0	15	12	-5	-10	18	5
CCOc1ccccc1N(CC)C(=O)c1cc2c(s1)-c1ccccc1S(=O)(=O)C2	15	-10	-1	·	7	9	4	4	·	-23	19
O=C(c1ccccc1F)N1CCCC(C(=O)N2CCN(c3ccccc3)CC2)C1 (stereo unspecified)	-12	19	-20	-6	8	2	10	2	-66	25	22
CCS(=O)(=O)N1Cc2cc(C(=O)NCCOC)nc(-c3cccc(-c4ccncc4)c3)c2[C@H]1CCO	·	-26	7	·	-1	·	11	·	·	4	·
Cc1noc(NC(=O)c2cccc(C(F)(F)F)c2)c1Cl	-9	-1	1	4	-7	3	-1	14	-2	12	-8
CCOc1cc(C(=O)O)cc(Cl)c1OCC#N	-14	-3	4	0	13	-19	7	11	11	4	9
O=C(NCc1cccnc1)c1ccc2nc([C@@H]3O[C@H](CO)[C@H](O)[C@H](O)[C@H]3O)[nH]c2c1	-3	13	4	·	-6	23	13	-9	·	-22	16
CN(C)S(=O)(=O)c1cccc(NC(=S)NN=C(Cc2ccccc2)Cc2ccccc2)c1	3	18	2	-2	8	-8	1	-9	1	3	-4
CCC(C)NC(=O)C(Cc1ccccc1)NS(=O)(=O)c1ccc2c(c1)CCC(=O)N2 (stereo unspecified)	-17	-5	-11	-1	-3	8	2	0	1	12	-3
Cn1c(NC(=O)c2ccco2)cc(=O)n(C)c1=O	-7	-8	13	5	-3	-16	9	-14	7	-14	15
Cc1nc(SCCOc2ccccc2)[nH]c(=O)c1Cc1ccccc1	-1	13	-6	7	9	-3	7	3	4	1	14
CC(=O)/C(=N\Nc1ccccc1)Sc1cccc2cccnc12	5	12	2	2	4	10	10	4	4	-6	17
Cc1ccc(S(=O)(=O)Nc2ccccc2/C=N/c2nc3ccccc3n2C)cc1	-12	42	2	1	22	41	0	23	-4	-35	17
CCC(=O)NNC(=O)c1cc(COc2cc(Cl)cc(Cl)c2)on1	-21	6	8	2	3	5	17	-2	5	4	4
COc1cc(C(C(=O)NC(C)(C)C)N(Cc2ccccc2)C(=O)c2cnccn2)cc(OC)c1OC (stereo unspecified)	-19	-15	17	-2	-7	-17	-3	4	7	-26	3
CCC/C=C/c1ccc(CN2C(CC(C)C)C(=O)N(Cc3cn(CCOCOC)nn3)CCS2(=O)=O)cc1 (stereo unspecified)	-16	10	-1	·	12	-21	3	10	·	3	30
COC(C(=O)NNC(=O)Cc1ccc(Cl)cc1)c1ccccc1 (stereo unspecified)	-8	6	18	2	-17	1	13	1	-6	-4	17
C=CCNC(=O)COC(=O)c1cc(S(=O)(=O)N2CCOCC2)ccc1N1CCCCC1	11	-11	7	0	-7	2	13	-5	5	6	-3
Cc1ccccc1C(=O)OC(C)CN1CCOCC1 (stereo unspecified)	0	-20	-4	1	-8	9	2	0	-10	-36	-7
COc1ccc(-c2cc(C(=O)N3CC(C)CC(C)C3)c3ccccc3n2)cc1 (stereo unspecified)	24	-16	-7	3	-12	-9	-60	-2	-3	-37	-29
COc1nc(NC(C)(C)C)nc(Oc2ccc(=O)n(-c3ccccc3)n2)n1	-5	-16	-12	0	0	-1	14	-4	1	-13	-5
CCOCCCNCC(O)c1ccccc1 (stereo unspecified)	-16	-7	-14	0	6	20	12	-14	19	-12	-4
COc1ccc(-c2csc(/C(C#N)=C(\O)CSc3nccn3C)n2)cc1OC	15	0	14	-1	3	12	-9	-15	-5	5	-1
CCOc1ccccc1C(=O)Nc1cnn(Cc2ccc(F)cc2)c1	4	-27	-6	-1	-8	-10	4	5	6	-22	0
Cc1ccc(CC(C(=O)O)C(C)C(=O)Nc2ccc(F)cc2)cc1 (stereo unspecified)	2	-10	-1	·	-20	-9	18	7	-2	-10	10
O=c1c(-c2nc3ccccc3s2)cccn1Cc1ccc(Cl)c(Cl)c1	0	16	-3	-3	-29	-13	-73	2	-13	-3	-24
CN1CCCN(C(=O)c2ccc(Cl)s2)CC1	-3	0	7	-4	-9	-17	17	2	3	-6	9
COc1ccc2c(c1OC)C(=O)N(c1ccccc1)C2=O	-9	-23	-3	-3	-29	1	-38	1	-2	3	-37
CC(C)CCn1cnc2c(oc3nc4c(cc32)CCCC4)c1=O	-53	76*	28	2	55*	10	-71	-3	-4	-155	-40

Sorted by the number under CF NFkB inh (highest first): some entries from above.
structure	Shn3 inh set2	TWEAK-Fn14 inh	NR2E3 ag-1	CF NFkB inh	HIF-2a block	TRPM1 prom inh	NR2E3 ag-2	Peg3 promoter
CCOCCCNCC(O)c1ccccc1 (stereo unspecified)	-16	-7	0	20	12	19	-12	-4
COc1ccc(-c2cc(C(=O)N3CC(C)CC(C)C3)c3ccccc3n2)cc1 (stereo unspecified)	24	-16	3	-9	-60	-3	-37	-29
O=c1c(-c2nc3ccccc3s2)cccn1Cc1ccc(Cl)c(Cl)c1	0	16	-3	-13	-73	-13	-3	-24

(cont.)
SMILES	Shn3 inh set2	TWEAK-Fn14 inh	TRAIL sens C8	NR2E3 ag-1	TROY NFkB inh	CF NFkB inh	HIF-2a block	KKLEB cytotox	TRPM1 prom inh	NR2E3 ag-2	Peg3 promoter
COc1cc(CNCc2cc(OC)ccc2OC)cc(OC)c1	19	-5	-6	0	-8	-1	16	5	-3	-23	14
Oc1ccccc1/C=C/c1noc(-c2ccccc2O)n1	-103	5	10	-1	-26	2	-116	9	-32	-128	-270
O=C(NCCN1CCOCC1)c1cc2ccccc2oc1=O	-8	-10	8	1	-13	4	-12	8	-12	-36	-14
CN(Cc1ccc(Cl)s1)C(=O)CSc1nnc(C2CC2)n1C1CC1	-6	-10	3	2	8	-4	14	10	7	-18	-8
O=C(Nc1nnc([C@H]2C[C@H](O)[C@@H](CO)O2)s1)NC1CCCCC1	-7	-16	6	·	-13	-26	-8	-1	·	35	2
CCC(=O)NCCC(c1ccco1)c1ccccc1OC (stereo unspecified)	4	-2	6	-1	-12	4	9	-1	-14	12	7
Cn1c2c(c3cc([N+](=O)[O-])ccc31)CCCC2	12	-8	-2	2	2	9	11	4	-6	7	3
Cc1cc(C(=O)OCC(=O)Nc2cccc(S(N)(=O)=O)c2)c2ccccc2n1	-42	9	15	0	12	-1	15	2	5	-29	1
Cc1noc(C(F)(F)F)c1C(=O)NNC(=O)c1ccccc1	-1	13	9	0	-9	6	17	12	2	10	17
O=S(=O)(c1ccc(Cl)cc1)n1nnc2ccccc21	11	-4	-13	1	2	10	-8	-13	5	-36	2
CCOC(=O)CC(NC(=O)CCc1c(C)nc2ncnn2c1C)c1ccc(C)cc1 (stereo unspecified)	-5	-10	-8	4	4	-9	18	-11	4	-29	2
O=C(CN1CCCC1)NC12CC3CC(CC(C3)C1)C2	7	-6	-7	-3	12	3	13	6	4	17	5
CCc1ccccc1NC(=S)N(CCN1CCCCCC1)Cc1ccco1	-12	-9	0	2	7	-8	13	-6	-6	-2	9
O=C1NCCCc2c1oc1ccc(O)cc21	1	11	-16	-3	7	23	-18	-2	9	4	12
CC(=O)N1c2ccc(S(=O)(=O)NCCC(=O)Nc3ccc(F)cc3C)cc2CC1C (stereo unspecified)	2	-14	-18	4	14	22	1	0	8	-31	15
O=C1C(=Nc2cccc(Cl)c2)CC(c2ccc(Cl)cc2)N1c1cccc(Cl)c1 (stereo unspecified)	1	35	-5	·	18	-9	-45	8	4	-3	-3
Cc1ccc(NC(=O)CCN2C(=O)c3ccccc3S2(=O)=O)cc1F	7	-6	-2	0	-13	-23	-31	4	-7	-4	-6
N#Cc1ccccc1Sc1ccccc1N	7	10	-3	-3	4	19	0	-8	-7	2	4
CCOc1ccc(S(=O)(=O)N2CCCCC2)cc1NC(=O)Cc1ccc(OC)cc1	-1	18	-16	·	10	15	12	-3	·	-16	15
CC1=C(C)/C(=N\OS(=O)(=O)c2ccccc2)C=CC1=O	79	29	1	0	-20	-12	86*	4	44	74*	106*
Cc1occc1-c1nnc(SCC(=O)N2CCCCC2)o1	-32	6	-17	0	-19	12	-28	-3	2	-8	-28
O=C(C1=C[C@@H](C2CCCCC2)C[C@@H](OCCCCO)O1)N1CCOCC1	-35	-14	-22	-1	-3	-14	7	-3	10	-44	-11
Cc1ccc(S(=O)(=O)N(CC(=O)NCc2cccs2)c2ccccc2)cc1	-1	16	-8	·	9	-9	-3	13	11	18	20
O=C(c1ccc(Br)o1)N(Cc1ccccc1)c1ccccn1	8	5	11	2	-9	-5	8	-10	6	4	10
CC(=O)N1c2ccc(S(=O)(=O)NCCC(=O)N(C)Cc3ccccc3)cc2CC1C (stereo unspecified)	23	-20	-39	0	9	-11	7	10	-2	-6	-13
N/C(COc1ncn(-c2ccccc2)n1)=N\S(=O)(=O)c1ccc(Cl)cc1Cl	-10	-4	1	1	1	-17	6	5	-5	-21	28
CC1CCC(NC(=O)COC(=O)C2CC3CCCC(C2)C3=O)CC1 (stereo unspecified)	6	7	4	0	-10	0	-4	8	0	-2	-15

High-throughput results as filed in PubChem BioAssay.
